TcdB GH inh – blocks C. difficile toxin B glycohydrolase activity; inhibition, % at 9.99 µM; P18177; TcdB glycohydrolase enzymatic assay, plate reader; actives 0.24% (n = 350,000); in the data active = inhibition above about 10%
* hit, by the source's call.

SMILES	TcdB GH inh
C/C=C/c1ccc([C@H]2[C@@H](CO)N3CCCCN(S(=O)(=O)c4ccc(OC)cc4)C[C@@H]23)cc1	-0.4
C[C@@H]1CCCCO[C@H](CN(C)C(=O)CCC(F)(F)F)[C@H](C)CN([C@H](C)CO)C(=O)c2cc(N(C)C)ccc2O1	-32
C[C@@H]1CCCCO[C@@H](CN(C)C(=O)Nc2ccc3c(c2)OCO3)[C@H](C)CN([C@H](C)CO)C(=O)c2cc(NS(C)(=O)=O)ccc2O1	-0.1
CC(C)C(=O)Nc1ccc2c(c1)C(=O)N(C)[C@H]1CC[C@H](CC(=O)Nc3ccccc3)O[C@H]1CO2	0.6
CO[C@H]1CN(C)C(=O)c2ccc(NC(C)=O)cc2OC[C@H](C)N(S(=O)(=O)c2cn(C)cn2)C[C@@H]1C	0.0
CCC(=O)N[C@@H]1CC[C@@H](CC(=O)NCc2cc(F)cc(F)c2)O[C@H]1CO	1.3
COc1ccccc1S(=O)(=O)N[C@H]1CC[C@H](CC(=O)NCc2cc(F)cc(F)c2)O[C@H]1CO	1.4
O=C(NC1CCCCC1)N1CC(=O)N2[C@H](C1)[C@@H](c1ccc(-c3cccc(F)c3)cc1)[C@@H]2CO	-0.7
C[C@H]1CCCCO[C@H](CN(C)Cc2ccc(C(=O)O)cc2)[C@@H](C)CN([C@@H](C)CO)C(=O)c2cc(NC(=O)CCC(F)(F)F)ccc2O1	0.6
CCCC(=O)Nc1ccc2c(c1)C(=O)N(C)C[C@@H](OC)[C@@H](C)CN[C@H](C)CO2	0.4
C[C@H](CO)N1C[C@H](C)[C@H](CN(C)Cc2ccc3c(c2)OCO3)Oc2ccc(NC(=O)CCC(F)(F)F)cc2CC1=O	0.4
C[C@H](NC(=O)C[C@H]1C=C[C@@H](NC(=O)c2cccnc2)[C@H](CO)O1)c1ccccc1	-0.6
C[C@@H]1CCCCO[C@H](CN(C)S(=O)(=O)c2cn(C)cn2)[C@@H](C)CN([C@@H](C)CO)C(=O)c2cc(NC(=O)c3ccccc3)ccc2O1	-0.5
O=C(C[C@H]1CC[C@@H]2NC[C@@H](O)COC[C@H]2O1)NCc1ccc(Oc2ccccc2)cc1	1.0
O=C(Nc1ccc2c(c1)[C@@H]1C[C@H](CC(=O)N3CCCCC3)O[C@H](CO)[C@@H]1O2)C1CCOCC1	-1.0
C[C@H](CO)N1C[C@H](C)[C@@H](CN(C)Cc2ccc(Cl)c(Cl)c2)Oc2c(NC(=O)Nc3ccc4c(c3)OCO4)cccc2C1=O	-0.2
C[C@@H]1CN([C@@H](C)CO)C(=O)c2cccc(NC(=O)C3CC3)c2O[C@H]1CN(C)C(=O)Nc1ccc2c(c1)OCO2	0.6
CO[C@@H]1CN(C)C(=O)c2ccc(NC(=O)Nc3c(C)noc3C)cc2OC[C@@H](C)N(CCC(F)(F)F)C[C@H]1C	-6.8
O=C1CSC2=NC3(CO)Oc4ccccc4[C@H]([C@H]3CO)N12	0.1
C[C@@H]1CN([C@H](C)CO)C(=O)c2cc(NS(=O)(=O)c3ccc(Cl)cc3)ccc2O[C@H]1CN(C)Cc1ccncc1	-0.1

Already shown: entries from further up.
SMILES	TcdB GH inh
COc1ccccc1S(=O)(=O)N[C@H]1CC[C@H](CC(=O)NCc2cc(F)cc(F)c2)O[C@H]1CO	1.4
O=C(NC1CCCCC1)N1CC(=O)N2[C@H](C1)[C@@H](c1ccc(-c3cccc(F)c3)cc1)[C@@H]2CO	-0.7
C[C@H]1CCCCO[C@H](CN(C)Cc2ccc(C(=O)O)cc2)[C@@H](C)CN([C@@H](C)CO)C(=O)c2cc(NC(=O)CCC(F)(F)F)ccc2O1	0.6
CCCC(=O)Nc1ccc2c(c1)C(=O)N(C)C[C@@H](OC)[C@@H](C)CN[C@H](C)CO2	0.4
C[C@H](CO)N1C[C@H](C)[C@H](CN(C)Cc2ccc3c(c2)OCO3)Oc2ccc(NC(=O)CCC(F)(F)F)cc2CC1=O	0.4
C[C@H](NC(=O)C[C@H]1C=C[C@@H](NC(=O)c2cccnc2)[C@H](CO)O1)c1ccccc1	-0.6
C[C@@H]1CCCCO[C@H](CN(C)S(=O)(=O)c2cn(C)cn2)[C@@H](C)CN([C@@H](C)CO)C(=O)c2cc(NC(=O)c3ccccc3)ccc2O1	-0.5

New compounds follow:
SMILES	TcdB GH inh
O=C(C[C@H]1CC[C@H](NC(=O)c2ccc3c(c2)OCO3)[C@H](CO)O1)NCc1ccc(Oc2ccccc2)cc1	-1.1
CO[C@@H]1CN(C)C(=O)c2ccc(NC(=O)c3ccccc3F)cc2OC[C@H](C)N(CC2CCOCC2)C[C@@H]1C	-0.1
O=C(NCC1CC1)[C@H]1[C@H](CO)[C@H]2Cn3c(ccc(C4=CCCC4)c3=O)[C@@H]1N2C(=O)C1CC1	1.1
COc1ccccc1CNC(=O)C[C@H]1CC[C@H]2[C@@H](COC[C@@H](O)CN2C(=O)Nc2ccc(F)cc2)O1	0.4
CCCNC(=O)C[C@@H]1C[C@@H]2c3cc(NC(=O)C4CCC4)ccc3O[C@@H]2[C@H](CO)O1	0.6
CC(=O)N1[C@H](CO)[C@H](c2ccccc2)C12CN(C(=O)CN1CCOCC1)C2	1.3
O=C(N[C@@H]1CC[C@H](CCNS(=O)(=O)c2ccc(F)cc2)O[C@@H]1CO)c1cccc(F)c1	0.7
Cc1noc(C)c1NC(=O)N(C)C[C@@H]1Oc2c(NS(=O)(=O)c3cn(C)cn3)cccc2C(=O)N([C@@H](C)CO)C[C@@H]1C	-0.6
CCCNC(=O)N1CC(=O)N2[C@@H](CO)[C@H](c3ccc(-c4ccc(C)cc4)cc3)[C@@H]2C1	0.1
Cc1noc(C)c1NC(=O)Nc1ccc2c(c1)C(=O)N([C@H](C)CO)C[C@H](C)[C@@H](CN(C)C(=O)Nc1c(C)noc1C)OCCCC[C@@H](C)O2	0.2
C[C@H](CO)N1C[C@H](C)[C@H](CN(C)Cc2ccc(Cl)c(Cl)c2)Oc2ccc(NC(=O)CCN3CCOCC3)cc2C1=O	-0.9
OC[C@@H]1[C@H](c2ccc(-c3ccc(F)cc3)cc2)[C@@H]2CN(Cc3ccccn3)CCCCN12	0.1
O=C(Nc1cccc(Cl)c1)N1C[C@H]2[C@@H](c3ccccc31)[C@H](CO)N2Cc1ccccc1Cl	0.1
C[C@H]1CN([C@@H](C)CO)C(=O)c2cc(C#CC3(O)CCCC3)cnc2O[C@H]1CN(C)C(=O)C1CCOCC1	-5.5
C[C@H]1CN([C@@H](C)CO)C(=O)c2cc(NS(=O)(=O)c3ccccc3)ccc2O[C@@H]1CN(C)CC1CCCCC1	-0.1
C[C@H](NC(=O)C[C@@H]1CC[C@@H](NC(=O)Cc2ccccn2)[C@H](CO)O1)c1ccccc1	-0.3
C[C@@H]1CN([C@@H](C)CO)C(=O)c2cc(NS(=O)(=O)c3ccc(Cl)cc3)ccc2O[C@@H](C)CCCCO[C@@H]1CN(C)Cc1ccc2c(c1)OCO2	0.1
CC(C)C#Cc1cnc2c(c1)C(=O)N([C@H](C)CO)C[C@H](C)[C@H](CN(C)C(=O)c1ccccc1F)O2	0.1
C[C@@H]1CN([C@H](C)CO)C(=O)Cc2cc(NS(=O)(=O)c3cccs3)ccc2O[C@H]1CN(C)S(=O)(=O)c1ccccc1	0.1
CC(C)NC(=O)N(C)C[C@@H]1OCCCC[C@@H](C)Oc2ccc(NC(=O)CCCN(C)C)cc2C(=O)N([C@H](C)CO)C[C@H]1C	0.9
C[C@H](NC(=O)C[C@@H]1C[C@@H]2c3cc(NC(=O)c4cccnc4)ccc3O[C@@H]2[C@H](CO)O1)c1ccccc1	-0.3
C[C@@H]1CCCCO[C@H](CN(C)C(=O)Nc2cccc3ccccc23)[C@@H](C)CN([C@@H](C)CO)C(=O)c2cc(NC(=O)c3ccccc3)ccc2O1	-1.1
COc1ccc(C(=O)N2C[C@H]3[C@@H](c4ccccc42)[C@H](CO)N3C(=O)Cc2ccccn2)cc1	1.8
COc1ccc2c3c([nH]c2c1)[C@@H](CO)N(C(=O)C1CCCC1)CC31CCN(C(=O)NC(C)C)CC1	0.3
C[C@@H]1CN([C@@H](C)CO)C(=O)Cc2cc(NS(=O)(=O)c3ccc(F)cc3)ccc2O[C@@H]1CN(C)C(=O)NC1CCCCC1	1.0
CCCC#Cc1ccc([C@H]2[C@@H](CO)N[C@@H]2CN(C(C)=O)C2CCCC2)cc1	-0.2
O=C(C[C@@H]1C[C@H]2c3cc(NC(=O)Nc4ccccc4)ccc3O[C@H]2[C@H](CO)O1)NCc1ccccn1	-0.1
C[C@H]1CN([C@@H](C)CO)C(=O)c2cc(NC(=O)Cc3cn(C)c4ccccc34)ccc2O[C@H]1CN(C)S(=O)(=O)c1ccccc1	-0.1
COc1ccc(CN(C)C[C@@H]2Oc3c(NC(=O)Nc4ccc(OC)cc4)cccc3C(=O)N([C@H](C)CO)C[C@@H]2C)cc1	1.2
C[C@@H]1CN([C@@H](C)CO)C(=O)c2cccc(NC(=O)c3ccc(-c4nccs4)cc3)c2O[C@@H]1CN(C)C(=O)Nc1ccc2c(c1)OCO2	0.3
O=C(N[C@H]1CC[C@H](CCNC(=O)C2CCOCC2)O[C@@H]1CO)c1ccncc1	0.4
C[C@H]1CN([C@@H](C)CO)C(=O)Cc2cc(NC(=O)Nc3ccc(C(F)(F)F)cc3)ccc2O[C@@H]1CN(C)C(=O)Nc1ccccc1	1.1
C[C@H](CO)N1C[C@H](C)[C@@H](CN(C)Cc2ccc(C(F)(F)F)cc2)Oc2c(NC(=O)Nc3ccc(C(F)(F)F)cc3)cccc2C1=O	0.6
CC(C)NC(=O)N(C)C[C@@H]1Oc2cc(C#C[C@@H](C)O)ccc2S(=O)(=O)N([C@H](C)CO)C[C@@H]1C	-1.7
O=C(NCC1CC1)[C@@H]1[C@@H](CO)[C@@H]2Cn3c(cccc3=O)[C@@H]2N1Cc1cccc(F)c1	0.1
C[C@H](CO)N1C[C@H](C)[C@@H](CN(C)C(=O)C2CCC2)Oc2cc(C#CC(C)(C)O)ccc2S1(=O)=O	0.0
O=C(C1CC1)N1CC[C@@H]2[C@@H](CO)Nc3ccc(Br)cc3[C@@H]21	-0.9
Cc1ccc(S(=O)(=O)N(C)C[C@@H]2OCCCC[C@H](C)Oc3ccc(NS(=O)(=O)c4cn(C)cn4)cc3C(=O)N([C@H](C)CO)C[C@@H]2C)cc1	0.8
C[C@H](CO)N1C[C@H](C)[C@H](CN(C)C(=O)Nc2ccnc(N3CCOCC3)c2)OCc2cn(nn2)CCCC1=O	0.3
C[C@@H]1CN([C@H](C)CO)C(=O)c2cc(NC(=O)Nc3ccccc3)ccc2O[C@@H](C)CCCCO[C@@H]1CN(C)S(=O)(=O)c1ccc(Cl)cc1	0.7
O=C(N[C@H]1CC[C@@H](CCNC(=O)C2CCOCC2)O[C@@H]1CO)c1ccncc1	-0.3
O=C(C[C@H]1CC[C@H]2[C@@H](COC[C@H](O)CN2S(=O)(=O)c2cccc(F)c2)O1)NC1CCC1	-0.4
COCC#Cc1ccc2c(c1)O[C@@H](CN(C)C)[C@H](C)CN([C@@H](C)CO)S2(=O)=O	0.8
C[C@@H]1CCCCO[C@@H](CN(C)C(=O)Nc2ccccc2)[C@H](C)CN([C@@H](C)CO)C(=O)c2cc(NC(=O)c3ccccc3)ccc2O1	0.3
CO[C@H]1CN(C)C(=O)c2cc(NS(=O)(=O)c3cccc(C)c3)ccc2OC[C@@H](C)NC[C@@H]1C	0.3
COc1ccccc1-c1cnc2c(c1)C(=O)N([C@H](C)CO)C[C@H](C)[C@@H](CN(C)Cc1cccc(F)c1)O2	0.3
C[C@H](CO)N1C[C@H](C)[C@@H](CN(C)CC2CCCC2)OCc2cn(nn2)CCCC1=O	-0.9
C[C@@H]1CN([C@@H](C)CO)C(=O)Cc2cc(NC(=O)Nc3ccc(F)cc3)ccc2O[C@@H]1CN(C)CC1CCCCC1	0.2
CC(C)[C@@H](C)NC(=O)N(C)C[C@H]1OCc2ccccc2-c2ccccc2C(=O)N([C@@H](C)CO)C[C@H]1C	-0.1
C[C@@H]1CN([C@@H](C)CO)C(=O)c2cccc(NC(=O)c3ccncc3)c2O[C@H]1CN(C)Cc1ccc(C(=O)O)cc1	0.3
C[C@@H]1CN([C@@H](C)CO)C(=O)c2cccc(NC(=O)C3CCCCC3)c2O[C@H]1CN(C)Cc1ccc(Cl)c(Cl)c1	0.2
O=C(NC1CCC1)[C@H]1[C@H](CO)[C@H]2Cn3c(ccc(-c4ccc(F)cc4)c3=O)[C@H]2N1Cc1ccccn1	-0.2
COc1ccccc1S(=O)(=O)N(C)C[C@H]1OCc2cn(nn2)CCCC(=O)N([C@H](C)CO)C[C@H]1C	-5.7
COc1ccc(S(=O)(=O)Nc2ccc3c(c2)C(=O)N([C@@H](C)CO)C[C@@H](C)[C@H](CN(C)C(=O)CCCN(C)C)OCCCC[C@@H](C)O3)cc1	0.6
COc1ccc(CNC(=O)C[C@@H]2C=C[C@@H](NC(=O)Nc3ccc4c(c3)OCO4)[C@@H](CO)O2)cc1	0.5
C[C@@H]1CN([C@H](C)CO)C(=O)c2cc(-c3ccc(C(=O)N(C)C)cc3)cnc2O[C@H]1CN(C)C(=O)c1ccncc1	-0.4
COCC#Cc1cnc2c(c1)C(=O)N([C@@H](C)CO)C[C@H](C)[C@@H](CN(C)C(=O)C1CCCCC1)O2	0.7
CC(C)NC(=O)N(C)C[C@H]1Oc2c(NC(=O)c3nc4ccccc4s3)cccc2C(=O)N([C@H](C)CO)C[C@H]1C	0.1
COc1ccc2c3c(n(C)c2c1)[C@H](CO)N(CC1CCCC1)CC31CCN(C(=O)Nc2ccccc2)CC1	0.4
O=C(C[C@H]1CC[C@@H]2[C@H](COC[C@@H](O)CN2C(=O)C2CCOCC2)O1)NCc1ccncc1	-0.1
CNC[C@H]1Oc2cc(C#Cc3cccc(OC)c3)ccc2S(=O)(=O)N([C@@H](C)CO)C[C@@H]1C	-2.0

Only part of the results is shown. The share of hits here may be higher or lower than overall.
